# Bioassay records: PubChem BioAssay, National Center for Advancing Translational Sciences (NCATS)
# BLM inh: qHTS Assay for Inhibitors of Bloom's syndrome helicase (BLM). RecQ-like DNA helicase BLM (Homo sapiens), P54132. recombinant BLM DNA unwinding, fluorescence dequenching. Potency, µM (titrated, usually from 56.1 µM), inactives show at the top dose activity change, negative = inhibition, hits mostly inhibitors. 350,000 compounds, 0.2% hits. AID 2528, 2010;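 further: plate controls were vehicle for no effect and no enzyme for full effect; nearly all actives have a fitted effect of over 35% in size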
# Target sequence (P54132 whole entry, looked up): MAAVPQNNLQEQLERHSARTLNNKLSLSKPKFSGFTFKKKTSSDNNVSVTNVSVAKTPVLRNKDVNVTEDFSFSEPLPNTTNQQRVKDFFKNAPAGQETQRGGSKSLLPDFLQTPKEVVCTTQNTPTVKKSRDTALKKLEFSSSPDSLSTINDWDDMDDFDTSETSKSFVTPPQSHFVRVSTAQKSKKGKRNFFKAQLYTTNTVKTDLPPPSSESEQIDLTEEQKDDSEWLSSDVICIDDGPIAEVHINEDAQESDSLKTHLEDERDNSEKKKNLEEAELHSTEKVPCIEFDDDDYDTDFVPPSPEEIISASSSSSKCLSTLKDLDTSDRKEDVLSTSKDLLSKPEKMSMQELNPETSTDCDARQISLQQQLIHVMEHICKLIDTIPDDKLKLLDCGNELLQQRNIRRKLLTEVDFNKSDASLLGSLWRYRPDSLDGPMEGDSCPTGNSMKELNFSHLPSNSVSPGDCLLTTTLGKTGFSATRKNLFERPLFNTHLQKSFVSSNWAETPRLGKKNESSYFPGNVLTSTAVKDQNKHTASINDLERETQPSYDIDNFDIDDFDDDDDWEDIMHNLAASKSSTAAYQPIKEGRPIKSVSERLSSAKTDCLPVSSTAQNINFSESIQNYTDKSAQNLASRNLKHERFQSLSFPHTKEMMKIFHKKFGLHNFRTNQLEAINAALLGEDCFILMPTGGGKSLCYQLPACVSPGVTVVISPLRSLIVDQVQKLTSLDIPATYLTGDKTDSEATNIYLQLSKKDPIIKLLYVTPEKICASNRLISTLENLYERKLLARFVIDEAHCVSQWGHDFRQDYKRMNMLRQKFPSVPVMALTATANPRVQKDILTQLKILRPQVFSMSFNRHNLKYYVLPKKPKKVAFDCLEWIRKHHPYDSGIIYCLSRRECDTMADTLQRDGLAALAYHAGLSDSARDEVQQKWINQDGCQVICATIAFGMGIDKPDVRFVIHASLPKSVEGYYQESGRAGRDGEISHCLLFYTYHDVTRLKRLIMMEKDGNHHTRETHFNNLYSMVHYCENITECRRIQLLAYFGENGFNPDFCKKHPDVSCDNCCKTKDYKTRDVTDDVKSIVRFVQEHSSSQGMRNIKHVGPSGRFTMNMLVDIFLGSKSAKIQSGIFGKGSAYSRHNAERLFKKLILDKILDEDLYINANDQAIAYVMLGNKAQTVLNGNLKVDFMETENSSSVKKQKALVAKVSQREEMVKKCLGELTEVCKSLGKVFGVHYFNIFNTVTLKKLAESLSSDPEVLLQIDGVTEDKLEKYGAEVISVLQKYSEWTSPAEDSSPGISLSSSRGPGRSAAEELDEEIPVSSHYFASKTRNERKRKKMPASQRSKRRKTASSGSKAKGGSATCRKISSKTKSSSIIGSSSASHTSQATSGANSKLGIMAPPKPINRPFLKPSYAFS
# G9a inh: qHTS Assay for Inhibitors of Histone Lysine Methyltransferase G9a; Histone-lysine N-methyltransferase EHMT2 (Homo sapiens), Q96KQ7; G9a H3K9 monomethylation, AlphaScreen, 2 h; Potency, µM (series often up to 102 µM), for the others: at the top dose activity, negative = inhibition, most hits filed as inhibitors; 350,000 compounds, 8.8% hits; further: nearly all actives have a fitted effect of over 75% in size
#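 AlphaScreen detection with an anti-monomethyl H3K9 antibody quantified product after a 2 h room-temperature reaction containing 500 nM biotinylated H3K9 peptide, 20 µM SAM and 20 nM enzyme, which had been preincubated 15 min with compound.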
# The depositor's hits bear a star; ? = inconclusive; & = joins results of further samples; [ ] = remark or other dose. The call rests on the fitted dose curve; in most records, active means well fitted curve in the direction sought with a large enough effect; inconclusive means small, poorly fitted or top-dose-only effect, or another doubt; inactive means no such curve, though single readings can be large; an effect the other way counts as inactive or inconclusive. Unless noted, on the % scale 0 is the no-effect control and ±100 the full control effect; potency means the concentration at half of the fitted maximal effect. An excerpt; rates above refer to the full screens.
cpd	Compound	BLM inh	G9a inh
1	Cc1nc2cnc(Oc3cccc(Cl)c3)nc2n(Cc2ccc(F)cc2)c1=O	-7%	10%[0.501 µM]
2	C[C@@H]([C@H](O)c1ccc(O)cc1)N1CCC(Cc2ccccc2)CC1	1%	30%[21.5 µM]
3	COCC(=O)N1CCC2(CC1)CN(C(=O)Nc1ccccc1)C2	2%	-1%[12.7 µM]
4	Cc1noc(C)c1-c1ccc2ncnc(N3CCC(C(=O)O)CC3)c2c1	5%	3%[0.501 µM]
5	COC(=O)[C@H]1CC=C[C@H]2CCN(Cc3ccc(Cl)c(Cl)c3)C(=O)[C@@H]12	-6%[75.6 µM]	37%
6	O=S(=O)(c1ccccc1)N1CCC2(CCN(c3ncccn3)CC2)CC1	0%	-4%[12.7 µM]
7	COc1cccc(Cn2c(=O)c(-c3cccs3)nc3cncnc32)c1	-2%	12%[0.501 µM]
8	N#CCCn1c(=O)cnc2cnc(N3CCNCC3)nc21	1%	-1%[12.7 µM]
9	N#Cc1cccc(-c2nccc(NCc3cccs3)n2)c1	-6%	-48%[0.501 µM]
10	COCC(=O)N1CCC2(CC1)CN(c1ccccn1)C2	-7%	44%[12.7 µM]
11	CN(C)c1cc(-c2cccc(NS(C)(=O)=O)c2)ncn1	-4%	-9%[0.501 µM]
12	CCCCCCCCCCCCCCCC(=O)OCC(COP(=O)(O)O)OC(=O)CCCCCCCCCCCCCCC (configuration not stated)	-4%	30%[59 µM]
13	CN(C)C(=O)c1ccc(-c2cncnc2NCc2cccnc2)cc1	5%	8%[0.501 µM]
14	CCCCCCCCCCCCCCC(F)C(=O)O (configuration not stated)	-11%	19%[59 µM]
15	Cn1c(=O)c(-c2ccc(Cl)cc2)nc2cnc(Oc3cccc(Cl)c3)nc21	4%	13%[0.501 µM]
16	NCCOB(c1ccccc1)c1ccccc1	5%&4%&-5%	-17%[2.33 µM]
17	O=C(NCCN1CCCCC1)c1ccc(I)cc1	3%	17%[59 µM]
18	O=c1[nH]ccc2c(S(=O)(=O)N3CCCNCC3)cccc12	5%&-2%	1%[59 µM]
19	N#CCCn1c(=O)c(-c2cccs2)nc2cnc(Oc3ccccc3)nc21	1%	16%[12.7 µM]
20	CN(C)c1ccc(-c2cncnc2NCc2cccnc2)cc1	-3%	12%[0.501 µM]
21	COc1ccc(C(=O)N2CCC[C@@]3(CCN(C)C3)C2)cc1	0%	3%[12.7 µM]
22	O=S(=O)(c1ccccc1)N1CCC2(CCCN(c3cccc(-c4ccccc4)c3)C2)CC1	-2%	0%[12.7 µM]
23	O=C(Oc1ccccc1)N1CCC[C@@]2(CCN(c3ncccn3)C2)C1	1%	-6%[12.7 µM]
24	COc1cc(-c2ccc(N=Nc3ccc4c(S(=O)(=O)O)cc(S(=O)(=O)O)c(N)c4c3O)c(OC)c2)ccc1N=Nc1ccc2c(S(=O)(=O)O)cc(S(=O)(=O)O)c(N)c2c1O	?	7.1µM*
25	COc1ccccc1-c1nccc(NCc2ccccc2)n1	-5%	1%[0.501 µM]
26	COCCn1c(=O)c(-c2cn(C)c3ccccc23)nc2cnc(OCc3ccccc3)nc21	1%	23%[0.501 µM]
27	COc1ccccc1CN1CCCC2(CCN(C(=O)c3cc(C(F)(F)F)cc(C(F)(F)F)c3)CC2)C1	-5%	-7%[12.7 µM]
28	COc1ccccc1CN1CC2(CCN(C(=O)c3cccc(F)c3)CC2)C1	4%	0%[12.7 µM]
29	COc1cccc(Cn2c(=O)c(-c3ccc(Cl)cc3)nc3cnc(N4CCN(C)CC4)nc32)c1	-7%	17%[0.501 µM]
30	Cn1c(=O)c(-c2ccc(F)cc2)nc2cnc(OCc3ccccc3)nc21	-4%	5%[0.501 µM]
31	CCNc1ncc2nc(-c3cccs3)c(=O)n(Cc3cccc(OC)c3)c2n1	-14%	-7%[0.501 µM]
32	COc1ccccc1CN1CCC2(CC1)CCN(S(C)(=O)=O)CC2	5%	-2%[12.7 µM]
33	O=c1c(-c2cc(F)cc(F)c2)nc2cnc(N3CCOCC3)nc2n1C[C@H]1CCCO1	5%	-4%[0.501 µM]
34	Cc1ccccc1-c1ccc2ncnc(NCCN3CCOCC3)c2c1	-7%	-4%[0.501 µM]
35	CC(=O)N[C@@H](Cc1c[nH]c2ccccc12)C(=O)O	-8%	2%[2.33 µM]
36	CC(C)NC(=O)N1CC[C@@]2(CCCN(C(=O)c3ccncc3)C2)C1	3%	?
37	O=c1c(-c2cccc(F)c2)nc2cncnc2n1Cc1ccccc1Cl	-5%	2%[0.501 µM]
38	NC(Cc1cc(I)c(Oc2ccc(O)c(I)c2)c(I)c1)C(=O)O (configuration not stated)	3%	-33%[2.33 µM]
39	Cc1cc(C(=O)O)ccc1[C@H](N)C(=O)O	-2%	28%[59 µM]
40	COc1ccccc1CNc1ccnc(-c2cccc(C#N)c2)n1	-4%	33%[0.501 µM]
41	COc1ccc2[nH]cc(CCNc3nc(-c4ccc(N(C)C)cc4)nc4ccccc34)c2c1	?	-2%[0.501 µM]
42	CCCCC[C@H](O)/C=C/[C@@H]1[C@H](C/C=C\CCCC(=O)O)[C@@H](O)C[C@H]1O	5%	25%[59 µM]
43	COc1ccc(-c2nc3cnc(N4CCN(C)CC4)nc3n(Cc3cccs3)c2=O)cc1	3%	2%[0.501 µM]
44	Cc1noc(C)c1C(=O)N1CCC2(CC1)CCN(c1ccccn1)CC2	1%	1%[12.7 µM]
45	CC1(C)CCC(C)(C)c2cc(C(=O)Nc3ccc(C(=O)O)cc3)ccc21	3%&0%	25%&13%[59 µM]
46	CCCCCCCCC#CCC#CCC#CCCCC(=O)O	5%	21%[59 µM]
47	CN1CCN(c2ncc3nc(-c4cccc(C#N)c4)c(=O)n(CCC#N)c3n2)CC1	-7%	10%[0.501 µM]
48	COCCn1c(=O)c(-c2ccc(OC)cc2)nc2cnc(OC)nc21	3%	0%[12.7 µM]
49	CCCCC/C=C\C[C@@H](O)/C=C/C=C\C/C=C\CCCC(=O)O	-3%	?
50	O=C(Nc1cccc(F)c1)N1CCCC2(CCN(C(=O)c3cc(C(F)(F)F)cc(C(F)(F)F)c3)CC2)C1	-6%	1%[12.7 µM]

# The results go on.
cpd	Compound	BLM inh	G9a inh
51	O=c1cnc2cnc(Oc3ccccc3)nc2n1Cc1cccs1	-4%	-9%[12.7 µM]
52	COc1ccc(NC(=O)N2CCC3(CC2)CCN(C(=O)c2cnccn2)CC3)cc1	-3%	3%[12.7 µM]
53	c1ccc(CNc2ccnc(-c3cccnc3)n2)cc1	4%	1%[0.501 µM]
54	O=c1c(-c2ccc(F)cc2)nc2cnc(Nc3ccccc3)nc2n1C1CC1	-2%	3%[12.7 µM]
55	O=C(c1ccncc1)N1CCC2(CC1)CN(c1ccncc1)C2	5%	23%[12.7 µM]
56	COCCn1c(=O)c(-c2ccc(OC)cc2)nc2cnc(Nc3cccc(OC)c3)nc21	1%	-4%[12.7 µM]
57	O=c1c(-c2cc(F)cc(F)c2)nc2cnc(N3CCOCC3)nc2n1Cc1ccc(F)cc1	0%	6%[0.501 µM]
58	COc1cccc(-c2cncnc2NCc2cccs2)c1	-1%	8%[0.501 µM]
59	COc1cccc(-c2nc(N(C)Cc3ccco3)c3ccccc3n2)c1	-2%	1%[0.501 µM]
60	O=C(c1cnccn1)N1CCC2(CCCN(c3ncccn3)C2)CC1	6%	9%[12.7 µM]
61	CCc1ccc2c(-c3cccc(Cl)c3)nc(=O)n(CC)c2n1	-7%	-21%[59 µM]
62	O=C(c1ccco1)N1CCC[C@@]2(CCN(c3ccncc3)C2)C1	0%	2%[12.7 µM]
63	CN(C)c1ncc2nc(-c3ccc(F)cc3)c(=O)n(-c3ccccc3)c2n1	-2%	21%[0.501 µM]
64	CCCCC[C@H](O)/C=C/[C@@H]1[C@@H](CC(=O)CCCCC(=O)O)[C@@H](O)C[C@H]1O	2%	33%[59 µM]
65	Cn1cccc1C(=O)N1CCC2(CCN(Cc3ccccc3)CC2)CC1	1%	-7%[12.7 µM]
66	C=CCCCCCCCCCCCC(O)CC(O)COC(C)=O (configuration not stated)	-11%	-3%[2.33 µM]
67	COCCn1c(=O)c(-c2ccccc2)nc2cnc(Oc3cccc(Cl)c3)nc21	-6%	0%[0.501 µM]
68	O=c1c(-c2cc(F)cc(F)c2)nc2cncnc2n1Cc1ccc(F)cc1	-2%	-1%[12.7 µM]
69	N#CCCn1c(=O)c(-c2cc(F)cc(F)c2)nc2cnc(Oc3ccccc3)nc21	-12%	7%[0.501 µM]
70	Cc1nc2cncnc2n(Cc2ccc(F)cc2)c1=O	0%	7%[0.501 µM]
71	Cc1cnc(CNc2cc(-c3c(C)noc3C)ncn2)cn1	-1%	6%[0.501 µM]
72	O=c1c(-c2ccc(F)cc2)nc2cnc(Oc3cccc(Cl)c3)nc2n1C1CC1	-1%	0%[0.501 µM]
73	COc1ccc2[nH]cc(CCNc3ccnc(-c4ccc5c(c4)OCO5)n3)c2c1	0%	4%[0.501 µM]
74	CC(=O)N1CCC2(CC1)CN(c1ccccn1)C2	5%	44%[12.7 µM]
75	COc1ccc(NC(=O)N2CCCC3(CCN(C(=O)c4csnn4)CC3)C2)cc1	2%	5%[12.7 µM]
76	O=c1c(CCc2ccccc2)nc2cnc(Oc3ccccc3)nc2n1C[C@H]1CCCO1	1%	3%[12.7 µM]
77	O=c1cc(-c2ccccc2)[nH]c2ccc(Cl)cc12	-2%[120 µM]	1%
78	COc1ccc(NC(=O)N2CCCC3(CCN(S(C)(=O)=O)CC3)C2)cc1	2%	6%[12.7 µM]
79	COc1cc(O)c(C(=O)/C=C/c2ccc(OC)c(O)c2)c(OC)c1	0%	-49%[2.33 µM]
80	CN(C)c1ncc2nc(CCc3ccccc3)c(=O)n(CCc3ccccc3)c2n1	-7%	10%[0.501 µM]
81	COc1ncc2nc(C)c(=O)n(-c3ccccc3)c2n1	3%	4%[0.501 µM]
82	Cc1nc2cncnc2n(Cc2ccccc2)c1=O	-3%	9%[0.501 µM]
83	CN(C)c1ncc2nc(-c3cc(F)cc(F)c3)c(=O)n(C)c2n1	4%	17%[0.501 µM]
84	COc1ccc(Oc2ncc3nc(C)c(=O)n(Cc4cccs4)c3n2)cc1	-4%	11%[12.7 µM]
85	O=C(Nc1cccc(F)c1)N1CCCC2(CCN(C(=O)c3ccco3)CC2)C1	1%	-1%[12.7 µM]
86	NC(N)=NCCNS(=O)(=O)c1cccc2cnccc12	-7%	-1%[59 µM]
87	CN1CCN(c2ncc3nc(-c4ccc(Cl)cc4)c(=O)n(Cc4ccc(F)cc4)c3n2)CC1	1%	-5%[0.501 µM]
88	Cn1cccc1C(=O)N1CCC[C@@]2(CCN(c3ncccn3)C2)C1	4%	0%[12.7 µM]
89	CS(=O)(=O)N1CCC[C@@]2(CCN(Cc3ccc(C#N)cc3)C2)C1	1%	4%[12.7 µM]
90	FC(F)(F)c1ccccc1-c1nc(NCCN2CCOCC2)c2ccccc2n1	0%	6%[0.501 µM]
91	N#Cc1cccc(NC(=O)N2CC[C@@]3(CCCN(C(=O)c4ccncc4)C3)C2)c1	3%	-6%[12.7 µM]
92	N#C/C(=C\c1ccc(O)c(O)c1)C(N)=O	-4%	?
93	CN(C)c1nc(-c2cccnc2)nc2ccccc12	-2%	1%[0.501 µM]

# Another view of some results above.
(89) CS(=O)(=O)N1CCC[C@@]2(CCN(Cc3ccc(C#N)cc3)C2)C1
  BLM inh = 1%
  G9a inh = 4%[12.7 µM]
(90) FC(F)(F)c1ccccc1-c1nc(NCCN2CCOCC2)c2ccccc2n1
  BLM inh = 0%
  G9a inh = 6%[0.501 µM]
(91) N#Cc1cccc(NC(=O)N2CC[C@@]3(CCCN(C(=O)c4ccncc4)C3)C2)c1
  BLM inh = 3%
  G9a inh = -6%[12.7 µM]
(92) N#C/C(=C\c1ccc(O)c(O)c1)C(N)=O
  BLM inh = -4%
  G9a inh = ?

# Entries shown so far containing a carbonyl joined to an NH by a bond outside any ring (12):
cpd	Compound	BLM inh	G9a inh
3	COCC(=O)N1CCC2(CC1)CN(C(=O)Nc1ccccc1)C2	2%	-1%[12.7 µM]
17	O=C(NCCN1CCCCC1)c1ccc(I)cc1	3%	17%[59 µM]
35	CC(=O)N[C@@H](Cc1c[nH]c2ccccc12)C(=O)O	-8%	2%[2.33 µM]
36	CC(C)NC(=O)N1CC[C@@]2(CCCN(C(=O)c3ccncc3)C2)C1	3%	?
45	CC1(C)CCC(C)(C)c2cc(C(=O)Nc3ccc(C(=O)O)cc3)ccc21	3%&0%	25%&13%[59 µM]
50	O=C(Nc1cccc(F)c1)N1CCCC2(CCN(C(=O)c3cc(C(F)(F)F)cc(C(F)(F)F)c3)CC2)C1	-6%	1%[12.7 µM]
52	COc1ccc(NC(=O)N2CCC3(CC2)CCN(C(=O)c2cnccn2)CC3)cc1	-3%	3%[12.7 µM]
75	COc1ccc(NC(=O)N2CCCC3(CCN(C(=O)c4csnn4)CC3)C2)cc1	2%	5%[12.7 µM]
78	COc1ccc(NC(=O)N2CCCC3(CCN(S(C)(=O)=O)CC3)C2)cc1	2%	6%[12.7 µM]
85	O=C(Nc1cccc(F)c1)N1CCCC2(CCN(C(=O)c3ccco3)CC2)C1	1%	-1%[12.7 µM]
91	N#Cc1cccc(NC(=O)N2CC[C@@]3(CCCN(C(=O)c4ccncc4)C3)C2)c1	3%	-6%[12.7 µM]
92	N#C/C(=C\c1ccc(O)c(O)c1)C(N)=O	-4%	?
